PAX8 reporter: PAX8 transcriptional activity inhibition; 360,000 tested, 1.2% active; inhibition, % at 12.6 µM; AID 652154; RMG-I TPO-luciferase reporter, SteadyGlo, 24 h;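 active = mean replicate inhibition at least 60% with every replicate also reaching 60%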;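 note: luciferase light reporting Pax8 driven TPO promoter activity; plate controls were median of neutral control wells for no effect and mitoxantrone controls for full effect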
Cneo AK release: causes C. neoformans cell lysis. lysis activity, % at 15 µM. 360,000 tested, 0.2% active. adenylate kinase release luminescence, 4 h; normalised: neutral wells 0, clomiphene wells 100;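 active = mean lysis activity across replicates of at least 80%, whatever share of replicates individually reach that level; inactive = mean lysis activity below 80%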
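Material: C. neoformans cells | Amount: Yeast cell density of 5 × 10^6 cells/mL | Medium: Fresh YPD growth medium | Dosing: Single dose | Times: Static 4 h at 37 °C with compound, 1 h detection | Detection: AK luminescence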
ARNT TACC3 PPI: disruptors of human ARNT/TACC3 interaction | inhibition, % at 9.99 µM | AlphaScreen His-ARNT PAS-B/GST-TACC3 binding, luminescence; TACC3 fragment carries E629A point mutation | Q9Y6A5 | 390,000 tested, 0.66% active | AID 623870;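 active = mean inhibition of replicates at least 50% and at least half of replicates each reaching 50%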;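 note: 0% = complete ARNT plus TACC3 wells and 100% = ARNT alone without TACC3; many hits fall short of the cut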
INS-1E GSIS act: primary screen for activators of insulin secretion dependent on glucose, INS-1E cells, GLuc reporter luminescence; INS-1E GLuc reporter insulin secretion, 2-3 h; activation, % at 16.6 µM; 370,000 tested, 0.61% active;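 active = lowest replicate activation of at least 40%, so every replicate reaches that level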;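 note: 0% = median of neutral control wells and 100% = median of IBMX positive control wells; some compounds called inactive have numbers as strong as hits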
PGC1a acetyl inh: PGC1a acetylation modulation, inhibitor mode | inhibition, % at 15.6 µM | 350,000 tested, 0.17% active | U2OS PGC1a acetylation, AlphaScreen anti-acetyl-lysine; with virally co-expressed GCN5 acetyltransferase;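 active = every replicate shows inhibition of at least 40%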;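 note: 0% = neutral control wells and 100% = positive control wells; some results beyond the cut were filed as inactive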
LGR2 antag: blocks bursicon-induced cAMP signaling via Drosophila LGR2. 380,000 tested, 0.35% active. HEK293 LGR2, CRE-luciferase, bursicon-stimulated, 4 h. inhibition, % at 9.99 µM;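 active = drop in luminescence signal, shown as inhibition above about 50% in the replicate tests, limit read from the data, passing the limit was not always enough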;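 note: agonist challenge used bursicon conditioned medium at about half maximal strength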
PglD DTNB: blocks C. jejuni PglD acetyltransferase activity | purified PglD enzyme, DTNB colorimetric CoA detection | inhibition, % at 12.5 µM | 360,000 tested, 0.098% active; in the data active = inhibition above about 16%, passing the limit was not always enough; note: strong numbers were not always called active
C2C12 statin: suppressors of simvastatin-induced myotoxicity in C2C12 myotubes. ATP luminescence, 48 h; scaled: DMSO 0, geranylgeraniol control 100. rescue of ATP level, % at 7.49 µM. 330,000 tested, 0.78% active;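 active = mean ATP rescue above about 67%, or every replicate alone reaching that limit, limit read from the data, passing the limit was not always enough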;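 note: myotubes were challenged with 10 µM simvastatin during compound exposure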
The depositor's hits bear a star; x = not tested or not shown; & = joins results of further samples. Outcome played no part in choosing rows. Share with any hit: about 2.9%.

Results follow in this order: PAX8 reporter	Cneo AK release	ARNT TACC3 PPI	INS-1E GSIS act	PGC1a acetyl inh	LGR2 antag	PglD DTNB	C2C12 statin
1) COc1ccc(C(=O)Nc2cc(C(=O)NCCc3ccccc3)ccc2Cl)cc1
    x	-1	-17	-13	10	-8	0	-67
2) COCCNC(=O)c1nc2c(nnn2Cc2cc(C)ccc2C)c(=O)[nH]1
    x	5	5	-48	x	16	1	8
3) C[C@@H](CSc1ccc(Br)cc1)CN1CC[C@H](O)CCC1=O
    -29	0	-2	23	5	-7	0	3
4) O=C(NCc1ccc(Cl)cc1Cl)C1CC(=O)N(Cc2ccccc2)C1 (stereo unspecified)
    4	x	1	-13	2	4	x	10
5) CCNC(=O)Nc1ccc2c(c1)C(=O)N(C)[C@@H]1CC[C@@H](CC(=O)NCC3CCCCC3)O[C@@H]1CO2
    4	-4	2	-5	-4	3	-2	-12
6) CC1CN(C(=O)c2ccc(NS(=O)(=O)c3ccc(C(C)(C)C)cc3)cc2)CC(C)O1 (stereo unspecified)
    0	6	-1	-14	x	-7	-3	9
7) Cc1cc(C)nc(N2C(=O)CC(C(C)c3ccccc3)C2=O)n1 (stereo unspecified)
    -19	2	-15	22	x	x	-3	x
8) CC[C@H](C)[C@H](NC(=O)OCc1ccccc1)C(=O)OCC(=O)N(C)CC(=O)Nc1ccccc1Cl
    13	-4	-4	-24	x	18	2	15
9) COc1ccc(C(=O)/C=C2\NCC3c4ccccc4CCN3C2=O)cc1 (stereo unspecified)
    21	-3	5	x	-6	x	-4	-3
10) COc1ccc(C2CC(c3cccs3)=NN2C(=O)CCC(=O)O)cc1 (stereo unspecified)
    -1	-3	-2	4	9	-10	2	-1
11) CCOC(=O)N1C2=NC(C(=O)OC)=C(C(=O)OC)[C@@H]3Nc4ccccc4[C@]23C[C@H]1C(=O)OC
    -8	0	-8	-5	-4	20	2	4
12) CCn1cc(/C=C(\NC(=O)c2ccc(OC)c(OC)c2)C(=O)NCCCN2CCOCC2)c2ccccc21
    4	3	1	8	x	-2	-3	-5
13) CCOCCOc1nc2c(c(=O)n(C)c(=O)n2C)n1Cc1ccc(C)cc1
    -9	3	-6	8	0	-19	5	14
14) Cc1[nH]n(-c2ccccc2)c(=O)c1C1(C(F)(F)F)C(=O)N(c2ccccc2)C2=C1C(=O)CC(C)(C)C2 (stereo unspecified)
    x	-4	12	-2	13	33	-2	62
15) O=C1NC[C@H](Cc2ccc(O)cc2)N(C[C@H]2CCCN2C[C@H](Cc2ccc(O)cc2)N2C[C@H](Cc3ccc(O)cc3)N(CCc3ccccc3)C(=O)C2=O)C1=O
    1	1	x	3	13	-7	2	0
16) CCCNC(=O)N1CC2(CN(Cc3cccnc3)C2)c2c(n(C)c3cc(OC)ccc23)[C@H]1CO
    -5	x	x	7	-8	-9	x	x
17) CC=Cc1ccc2n(c1=O)C[C@H]1[C@H](CO)[C@@H](C(=O)NCc3ccc(F)cc3)[C@@H]2N1C (mixture of isomers)
    -9	-1	3	3	-5	11	2	2
18) O=C1CN(S(=O)(=O)Cc2ccccc2)C[C@H]2[C@@H](c3ccc(C#CCC4CCCC4)cc3)[C@H](CO)N12
    -10	x	x	13	-7	20	x	x
19) Cc1ccc(-c2noc(CN3CCN(C(c4ccccc4)c4ccccc4)CC3)n2)cc1
    -2	0	4	x	x	x	0	x
20) O=S(=O)(Cc1ccccc1)NCCc1ccc(F)cc1
    -1	-2	-9	-11	3	2	3	-7
21) O=c1cc(C(F)(F)F)nc(SCc2cccnc2)[nH]1
    x	-3	4	x	-3	x	4	11
22) CCOC(=O)c1c(-c2ccncc2)csc1N
    x	1	-1	x	3	x	5	22
23) CC1(C)Cc2c(C#N)c(SCC(=O)c3ccccc3)nc(N3CCOCC3)c2CS1
    x	1	x	x	-2	x	0	-26
24) O=C(CN1C(=O)NC(Cc2c[nH]c3ccccc23)C1=O)Nc1ccccc1C(F)(F)F (stereo unspecified)
    x	2	27	x	x	x	-4	4
25) COc1ccc(NC(=O)N(C)C[C@H]2Oc3ccc(NC(=O)Nc4ccccc4)cc3CC(=O)N([C@H](C)CO)C[C@@H]2C)cc1
    x	1	7	6	11	16	-4	-2
26) COc1ccc(NC(=O)N2CC[C@@H]3[C@@H](CO)N(C)c4ccc(-c5ccc(F)cc5)cc4[C@@H]32)cc1
    -4	-4	16	-6	-1	8	-2	39
27) COc1ccc(Cl)cc1C(=O)NNC(=O)CCNS(=O)(=O)c1ccccc1
    x	-2	0	-4	-8	-5	-1	-1
28) COCCNC(=O)C[C@H]1C[C@@H]2c3cc(NC(=O)Nc4ccccc4)ccc3O[C@@H]2[C@@H](CO)O1
    -20	-66	-1	-4	8	-16	1	2
29) Cc1cc(C)n(CCn2nc(C)cc2C)n1
    x	-2	-4	x	-3	x	1	-6
30) CCOc1ccc(NC(=S)N2C3CCCC2CC(NC(=O)C2CC2)C3)cc1 (stereo unspecified)
    -5	-7	-7	8	-14	-3	8	-4

Overlap with the part before: seven compounds, followed by the next part.
Results follow in this order: PAX8 reporter	Cneo AK release	ARNT TACC3 PPI	INS-1E GSIS act	PGC1a acetyl inh	LGR2 antag	PglD DTNB	C2C12 statin
24) O=C(CN1C(=O)NC(Cc2c[nH]c3ccccc23)C1=O)Nc1ccccc1C(F)(F)F (stereo unspecified)
    x	2	27	x	x	x	-4	4
25) COc1ccc(NC(=O)N(C)C[C@H]2Oc3ccc(NC(=O)Nc4ccccc4)cc3CC(=O)N([C@H](C)CO)C[C@@H]2C)cc1
    x	1	7	6	11	16	-4	-2
26) COc1ccc(NC(=O)N2CC[C@@H]3[C@@H](CO)N(C)c4ccc(-c5ccc(F)cc5)cc4[C@@H]32)cc1
    -4	-4	16	-6	-1	8	-2	39
27) COc1ccc(Cl)cc1C(=O)NNC(=O)CCNS(=O)(=O)c1ccccc1
    x	-2	0	-4	-8	-5	-1	-1
28) COCCNC(=O)C[C@H]1C[C@@H]2c3cc(NC(=O)Nc4ccccc4)ccc3O[C@@H]2[C@@H](CO)O1
    -20	-66	-1	-4	8	-16	1	2
29) Cc1cc(C)n(CCn2nc(C)cc2C)n1
    x	-2	-4	x	-3	x	1	-6
30) CCOc1ccc(NC(=S)N2C3CCCC2CC(NC(=O)C2CC2)C3)cc1 (stereo unspecified)
    -5	-7	-7	8	-14	-3	8	-4
31) CCCNC(=O)C[C@@H]1C[C@@H]2c3cc(NS(C)(=O)=O)ccc3O[C@@H]2[C@@H](CO)O1
    x	20	-8	5	-11	11	2	-1
32) O=C(NCCO)c1ccc(Cl)c(Cl)c1
    x	-2	-5	x	-15	x	-5	17
33) COc1ccc([N+](=O)[O-])cc1NC(=O)C(C)NNC(=O)c1cccc([N+](=O)[O-])c1 (stereo unspecified)
    16	1	3	3	1	-15	4	-12
34) CC(Sc1ccc(S(=O)(=O)N(C)C)cn1)C(=O)NC1CCCC1 (stereo unspecified)
    5	2	0	-9	0	1	4	1
35) COc1ccc(CCNC(=O)COC(=O)c2ncc(Cl)c(Cl)c2Cl)cc1OC
    4	0	-22	x	12	-9	-11	6
36) COc1ccccc1NC(=O)CSc1nnnn1-c1ccccc1OC
    22	1	-3	8	-18	7	3	3
37) C[C@@H]1CCCCO[C@H](CN(C)Cc2ccc(C(F)(F)F)cc2)[C@H](C)CN([C@@H](C)CO)C(=O)c2cc(NS(=O)(=O)c3cccs3)ccc2O1
    93*	0	0	-21	-26	31	0	-61
38) COc1cccc(CNc2ncc(-c3ccccc3)n2C)c1
    0	1	0	-12	6	6	8	-28
39) CS(=O)(=O)N1CCC(NC(=O)Nc2ccc(OC(F)(F)F)cc2)CC1
    6	-4	1	-10	-4	-9	-5	-33
40) CCN(CC)S(=O)(=O)c1ccc(C(C)NC(=O)C2CCCN2C(=O)c2cccs2)cc1 (stereo unspecified)
    4	-3	x	-4	-10	3	-4	6
41) COc1cc(CN2C[C@@H]3N[C@H](C2)C3c2ccc(-c3ccc(C#N)cc3)cc2)cc(OC)c1 (stereo partly specified)
    1&24	x	x	-12&-15	-21&-49	2&6	x	x
42) CCN(CC)C(=O)c1ccccc1NC(=O)CN1C(=O)c2ccccc2S1(=O)=O
    -13	1	-5	8	15	6	3	x
43) Cc1ccc(C)c(NC(=O)CN(C)C(=O)c2ccc(S(=O)(=O)N3CCCCCC3)cc2)c1
    -6	-1	2	-23	-15	14	-6	4
44) O=C(NCC1CCCO1)c1ccc(-c2ccccc2Cl)o1 (stereo unspecified)
    -211	0	5	9	-19	-102	3	-5
45) CCC(=O)N1[C@@H](CO)[C@H](c2ccc(-c3ccccc3)cc2)[C@@H]1CNC(=O)COC
    -1	26	-2	0	1	18	0	7
46) CC(C)(C)S(=O)(=O)/C(C#N)=C/c1cccn1S(=O)(=O)c1ccccc1
    -25	1	x	x	-23	18	-1	-7
47) COc1cnc(NS(=O)(=O)c2ccc(N)cc2)nc1
    -26	1	x	11	35	9	5	-10
48) COc1ccc(CNCCCSc2ncccn2)c(OC)c1
    5	4	8	-1	7	1	-1	6
49) COc1ccc(C(=O)N2CCN(S(=O)(=O)c3ccccc3)CC2)c(OC)c1
    x	3	9	x	1	x	-3	-1
50) O=C1C(C2=NC(c3ccccn3)C3C(=O)N(c4ccc(Cl)cc4Cl)C(=O)C23)=C(O)c2ccccc21 (stereo unspecified)
    -9	x	0	x	8	-22	x	x
51) Cc1ccc(N2CC(C(=O)N3CCC4(CC3)CC(=O)c3ccccc3O4)CC2=O)cc1C (stereo unspecified)
    16	0	x	-53	x	15	3	0
52) CC=Cc1ccc2n(c1=O)C[C@@H]1[C@@H](CO)[C@H](C(=O)NCCC)[C@H]2N1Cc1ccccc1 (mixture of isomers)
    -6	-3	0	-23	x	-3	3	13
53) Cc1ccccc1NC(=O)/C(C#N)=C\c1cccnc1
    x	-1	-14	-5	2	-10	-3	10
54) C[C@@H]1CN([C@H](C)CO)C(=O)c2cc(NC(=O)NC3CCCCC3)ccc2O[C@@H]1CN(C)C(=O)Nc1ccc2c(c1)OCO2
    -3	2	0	-7	0	-14	2	-4
55) O=C(Cn1c(=O)oc2ccccc21)Nc1cccc(Cl)c1
    -2	-2	31	9	-3	-9	1	1
56) Cc1nc(SCc2nc3ccc(F)cc3[nH]2)c2oc3ccccc3c2n1
    8	0	1	-5	3	-25	0	-1

High-throughput results as filed in PubChem.
